N370S GC mod – inhibits or activates N370S mutant glucocerebrosidase; N370S GC spleen homogenate, 4MU-glucoside fluorescence; Potency, µM (top dose mostly 59.4 µM), inactives show top-dose activity change, negative = inhibition, hits mostly inhibitors; 330,000 compounds, 0.092% hits;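 further: 0% = full enzyme activity and -100% = no enzyme basal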
FEN1 inhibitor – blocks human flap endonuclease 1 | P39748 | Recombinant FEN1 flap cleavage, fluorescence, 15 min | Potency, µM (highest dose often 114 µM), without a hit: at the top dose activity change, negative = inhibition, hits mostly inhibitors | 390,000 compounds, 0.35% hits; further: nearly all actives have a fitted effect of over 65% in size
Target sequence (P39748 whole entry, looked up): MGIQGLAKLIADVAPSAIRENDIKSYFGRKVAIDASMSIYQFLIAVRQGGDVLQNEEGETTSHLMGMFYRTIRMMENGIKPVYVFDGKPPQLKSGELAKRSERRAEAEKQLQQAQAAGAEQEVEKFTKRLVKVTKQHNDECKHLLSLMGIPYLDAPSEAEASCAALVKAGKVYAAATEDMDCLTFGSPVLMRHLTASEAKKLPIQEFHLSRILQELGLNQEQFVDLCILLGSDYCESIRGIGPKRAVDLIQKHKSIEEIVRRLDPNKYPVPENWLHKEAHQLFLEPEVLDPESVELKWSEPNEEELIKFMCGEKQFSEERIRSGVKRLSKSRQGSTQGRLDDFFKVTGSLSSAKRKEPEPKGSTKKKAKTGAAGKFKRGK
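Concentration–response screening of FEN1 (10 nM): 15 min compound preincubation at room temperature, reaction started with 50 nM substrate and read at 0 and 15 min. Corrected, normalized data were fitted by a four-parameter Hill equation.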
GCN5L2 inh – inhibitors of human GCN5L2 histone acetyltransferase. 390,000 compounds, 0.21% hits. Q92830. Potency, µM (series often up to 58.9 µM), for inactives: top-dose activity change, negative = inhibition, hits mostly inhibitors. GCN5L2 HAT assay, ThioGlo1 CoA-SH fluorescence. AID 504327
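Compounds, pin-transferred from DMSO stocks, meet 20nM GCN5L2 for 15 min before the reaction begins with H3(1-25) peptide (75uM) and acetyl-CoA (70uM). Thiol-reactive ThioGlo1 reports CoA release over 20 min at room temperature.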
Active calls of the source: *; ? = inconclusive; / = not tested or not shown; & = joins results of further samples; [ ] = another dose, or the depositor's remark. The call rests on the fitted dose curve; in most records, active means well fitted curve in the direction sought with a large enough effect; inconclusive means small, poorly fitted or top-dose-only effect, or another doubt; inactive means no such curve, though single readings can be large; an effect the other way counts as inactive or inconclusive. Unless noted, on the % scale 0 is the no-effect control and ±100 the full control effect; potency means the concentration at half of the fitted maximal effect. Not all compounds are listed; the hit share may differ from the screen's.

[1] CCOC(=O)c1sc2nc3c(cc2c1N)COC(C)(CC)C3 (stereo not drawn)
[2] COc1ccc(-c2noc(N3CCC(C(=O)N4CCN(c5ccccc5F)CC4)CC3)n2)cc1
[3] COC(=O)N/N=C/c1ccc([N+](=O)[O-])o1
[4] Cc1ccc(CNC(=O)[C@H](Cc2ccccc2)NC(=O)c2ccco2)cc1
[5] Cc1cc(C)n2nc(C(=O)N(C)c3c(N)n(Cc4ccccc4)c(=O)[nH]c3=O)nc2n1
[6] CCC1(C)Cc2ccccc2-c2[nH]c(=S)[nH]c(=O)c21 (stereo not drawn)
[7] COc1ccccc1NC(=O)CCn1c(=S)oc2ccccc21
[8] C/C(Cl)=C\COc1cc(C)nc2c(Br)cccc12

screen / no.	1	2	3	4	5	6	7	8
N370S GC mod	3%	/	-5%	/	-3%	4%	2%	13%
FEN1 inhibitor	4%	13%	-8%	0%	3%	-14%	18%	0%
GCN5L2 inh	-19%	-15%	-2%	-2%	-7%	-23%	1%	-9%

[9] CC(C)COc1ncnc2c1sc1nc3c(cc12)COC(C)(C)C3
[10] O=C(COc1ccc(Cl)cc1)Nc1ccc(NC(=O)c2ccco2)cc1
[11] Cc1ccccc1OCC(=O)N1CCC2(CC1)CC(=O)c1ccccc1O2
[12] O=C(/C=C/c1ccc(F)cc1)Nc1cc(S(=O)(=O)N2CCOCC2)ccc1N1CCCC1
[13] Oc1c(C(c2ccccc2)N2CCN(c3ccccc3)CC2)sc2nc(-c3ccco3)nn12 (stereo not drawn)
[14] Cc1ccc(N2CC(NC(=O)c3ccc4c(c3)OCO4)CC2=O)cc1 (stereo not drawn)
[15] Cc1cc(C(=O)CSc2nc3ccccc3n2C)c(C)n1C
[16] CCOC(=O)c1ccccc1NC(=O)COC(=O)CCNS(=O)(=O)c1cccs1

screen / no.	9	10	11	12	13	14	15	16
N370S GC mod	6%	0%	-23%	-10%	/	/	-3%	3%
FEN1 inhibitor	/	8%	-5%	-1%	11%	1%	-15%	-2%
GCN5L2 inh	5%	5%	-2%	-3%	-10%	-2%	-2%[0.501 µM]	-1%

[17] CCC1NC(C(=O)O)Cc2c1[nH]c1ccccc21 (stereo not drawn)
[18] O=S(=O)(NCc1ccccc1)c1ccc(F)cc1Br
[19] Cc1cc(OCCOCCNC(C)C)cc(C)c1Cl
[20] COc1ccc(-n2c(=O)c(-c3cccs3)nc3cnc(OC)nc32)cc1
[21] O=C1N(c2ccccc2)C[C@@H]2C[C@@H](c3cccs3)N3CCC[C@@]123
[22] Cc1ccc(NC(=O)c2cc3c([nH]c2=O)CC(C)(C)CC3=O)c(C)c1
[23] CCN(CC)c1ccc(NC(=O)COC(=O)c2cccs2)cc1
[24] O=C(COC(=O)c1ccc(S(=O)(=O)Nc2ccccc2)cc1)NCc1ccco1

screen / no.	17	18	19	20	21	22	23	24
N370S GC mod	1%	-12%&21%	/	21%	-16%	/	-1%	2%
FEN1 inhibitor	17%	-1%&1%	-2%	/	-2%	19%	7%	-2%
GCN5L2 inh	-19%	-11%	-8%	-7%	-4%	4%	-5%	-6%

Part of the list above in order of molecular weight, largest number first:
[20] COc1ccc(-n2c(=O)c(-c3cccs3)nc3cnc(OC)nc32)cc1
[18] O=S(=O)(NCc1ccccc1)c1ccc(F)cc1Br
[23] CCN(CC)c1ccc(NC(=O)COC(=O)c2cccs2)cc1

screen / no.	20	18	23
N370S GC mod	21%	-12%&21%	-1%
FEN1 inhibitor	/	-1%&1%	7%
GCN5L2 inh	-7%	-11%	-5%

The results go on:
[25] O=C(NCc1ccccc1Cl)c1ccc(Cn2cc(C(F)(F)F)ccc2=O)cc1
[26] COc1ccc(C(C)C)cc1S(=O)(=O)N1CCC(C(=O)NCc2cccnc2)CC1
[27] Cc1ccc(C2C3=C(NCCN=C3c3ccccc3)C(=O)N2c2ccccc2)cc1 (stereo not drawn)
[28] Cc1ccsc1C(=O)N[C@@H](C)c1nnc2ccccn12
[29] C=Cc1ccc(Cn2c(=O)n(CC3CCC(C(=O)NC(C)C)CC3)c(=O)c3sccc32)cc1 (stereo not drawn)
[30] COc1cc(NC(=O)c2ccccc2)c(OC)cc1NC(=O)CN1C(=O)NC2(CCCCC2C)C1=O (stereo not drawn)
[31] Cc1ccc(C(=O)N2CCN(c3ccc(C(F)(F)F)cn3)CC2)o1
[32] Cc1cc(C(=O)OCC(=O)Nc2c(Cl)cccc2C(F)(F)F)c(C)o1

screen / no.	25	26	27	28	29	30	31	32
N370S GC mod	-6%	-11%	?	-4%	/	/	/	?
FEN1 inhibitor	-11%	-5%	7%	-11%	0%	-4%	4%	6%
GCN5L2 inh	-11%	-1%	-3%	-1%	-1%	-6%	-7%	1%

[33] COc1ccc(C2=NOC(C(=O)Nc3cccnc3Cl)C2)cc1 (stereo not drawn)
[34] COC(=O)c1ccc(CSc2nc3ccccc3c(=O)n2Cc2ccco2)o1
[35] CCCCn1c(SCC(=O)Nc2cc(C)on2)nc2cc(S(N)(=O)=O)ccc21
[36] COc1cc(NC(=O)COc2ccccc2[N+](=O)[O-])ccc1NC(=O)c1ccco1
[37] CC(NC(=O)C1CCN(c2nc3ccccc3nc2C(F)(F)F)CC1)c1ccccc1 (stereo not drawn)
[38] Cc1cnc(N2C(=O)c3ccc([N+](=O)[O-])cc3C2=O)s1
[39] CCCn1c(=O)c(C(=O)NCc2ccc(OC)c(OC)c2)c(O)c2ccccc21
[40] O=C(Cc1ccc(NS(=O)(=O)c2ccc(F)cc2)cc1)NCc1cccnc1

screen / no.	33	34	35	36	37	38	39	40
N370S GC mod	-10%	27%	/	-8%	/	-16%	6%[2.35 µM]	-6%
FEN1 inhibitor	16%	-8%	10%	4%	-2%	4%	2%	2%
GCN5L2 inh	-4%	1%	-9%	-20%	2%	-6%	-5%	1%

[41] S=c1[nH]c(-c2ccccc2)cn1/N=C/c1ccncc1
[42] COc1ccc(/C=N/NC(=O)c2cccc(NC(=O)c3ccccc3)c2)c(C(=O)O)c1OC
[43] Cc1ccc(NC(=O)Cn2c3ccc(F)cc3c3nc4n(c(=O)c32)CCS4)cc1F
[44] Cc1ccc2c(c1)N(CC(=O)NCC1CCCO1)C(=O)C(C(C)C)O2 (stereo not drawn)
[45] O=C(Nc1ccc(Cl)c(S(=O)(=O)N2CCOCC2)c1)c1ccc(OCC2CCCO2)cc1 (stereo not drawn)
[46] Cc1cccc(C)c1NC(=O)c1ccc2c(c1)CCN2S(C)(=O)=O
[47] CCn1c(NC(=O)C(C)C)c2ccccc2nc1=O
[48] N#Cc1c[nH]n2c(NC3CCCC3)c(-c3ccc(Cl)cc3)nc12

screen / no.	41	42	43	44	45	46	47	48
N370S GC mod	7%	-1%	4%	-2%	3%	2%	4%	/
FEN1 inhibitor	-5%	-6%	-2%	0%	0%	-7%	25%	2%
GCN5L2 inh	-11%	-9%	2%	-5%	-6%	3%	-4%	-4%

[49] C#CCOCCOCCOCCNc1nc(N2CCN(C(=O)CCCCCCCCCCNC(=O)Cn3cc(CCCCCN)nn3)CC2)nc(N2CCN(C(=O)CCCCCCCCCCNC(=O)[C@H](CO)n3cc(CCCCCN)nn3)CC2)n1
[50] Cc1cccc(N2CCN(C(=O)CCN3C(=S)NC(C)(C)CC3C)CC2)c1C (stereo not drawn)
[51] CC1Cc2nc(SCC(N)=O)n(Cc3ccccc3)c(=O)c2S1 (stereo not drawn)
[52] Cc1ccc(-c2nnc(Nc3ccc(O)cc3)c3ccccc23)cc1S(=O)(=O)N1CCOCC1
[53] CCOc1ccccc1C1C(C(=O)Nc2ccccc2OC)=C(C)Nc2nc3ccccc3n21 (stereo not drawn)
[54] CCN(CC)S(=O)(=O)c1ccc(NCc2ccccc2)nc1
[55] CCCCN(CC)CCCNC(=O)c1sc2nc3n(c(=O)c2c1C)CCCCC3
[56] COc1ccc(CNC(=O)c2ccc3c(c2)N(Cc2c(F)cccc2Cl)C(=O)CS3)cc1

screen / no.	49	50	51	52	53	54	55	56
N370S GC mod	?	-3%	-6%	/	/	7%	/	/
FEN1 inhibitor	?	2%	-18%	-24%	-9%	0%	5%	10%
GCN5L2 inh	-14%	4%	-6%	0%	-4%	-13%	-4%	-2%

Structural class: those above with a furan ring, fused or not
[3] COC(=O)N/N=C/c1ccc([N+](=O)[O-])o1
[4] Cc1ccc(CNC(=O)[C@H](Cc2ccccc2)NC(=O)c2ccco2)cc1
[10] O=C(COc1ccc(Cl)cc1)Nc1ccc(NC(=O)c2ccco2)cc1
[13] Oc1c(C(c2ccccc2)N2CCN(c3ccccc3)CC2)sc2nc(-c3ccco3)nn12 (stereo not drawn)
[24] O=C(COC(=O)c1ccc(S(=O)(=O)Nc2ccccc2)cc1)NCc1ccco1
[31] Cc1ccc(C(=O)N2CCN(c3ccc(C(F)(F)F)cn3)CC2)o1
[32] Cc1cc(C(=O)OCC(=O)Nc2c(Cl)cccc2C(F)(F)F)c(C)o1
[34] COC(=O)c1ccc(CSc2nc3ccccc3c(=O)n2Cc2ccco2)o1
[36] COc1cc(NC(=O)COc2ccccc2[N+](=O)[O-])ccc1NC(=O)c1ccco1

screen / no.	3	4	10	13	24	31	32	34	36
N370S GC mod	-5%	/	0%	/	2%	/	?	27%	-8%
FEN1 inhibitor	-8%	0%	8%	11%	-2%	4%	6%	-8%	4%
GCN5L2 inh	-2%	-2%	5%	-10%	-6%	-7%	1%	1%	-20%

The listing continues.
[57] O=C(COc1ccccc1Cl)OCc1cc(=O)n2nc(C3CC3)sc2n1
[58] O=C(N[C@@H]1CCC(=O)N(CC[C@H](Sc2ccc(Br)cc2)c2ccccc2)CC1)OCc1ccccc1
[59] Cn1c(-c2ccccc2[N+](=O)[O-])[n+](C)c2ccccc21
[60] O=S1(=O)CCN(Cc2ccccc2C(F)(F)F)CC1
[61] COc1ccc(O)c(/C=N/NC(=O)CSc2nnc(C)n2-c2ccccc2)c1
[62] O=C1CCCN1CCCN=c1c([N+](=O)[O-])nn(-c2ccc(Cl)cc2)n1O
[63] Cc1ccccc1-c1nc(CN(Cc2c(C)nn(C)c2C)C2CC2)c(C)o1
[64] CCCCc1n[nH]c(=S)n1Cc1ccccc1

screen / no.	57	58	59	60	61	62	63	64
N370S GC mod	/	/	2%	1%	-4%	-8%	-1%	-23%
FEN1 inhibitor	-1%	2%&6%	0%	-3%	8%	4%	-11%	-13%
GCN5L2 inh	-2%	-7%	0%	-7%	36%[activator]	-8%	4%	3%

[65] Cc1ccc(S(=O)(=O)N2CCCCC2)cc1C(=O)NCc1ccc(S(N)(=O)=O)cc1
[66] CCOC(=O)c1cnc(-n2nc(C)cc2C)nc1Nc1ccc(OC)cc1
[67] CCCCCCNC(=O)n1cc(F)c(=O)[nH]c1=O
[68] O=C(c1ccc(Cn2cnnn2)cc1)N1CCCC(Nc2ccc(F)cc2)C1 (stereo not drawn)
[69] Cc1ccc2cc(/C=N/Nc3ccc(C(=O)O)cc3)c(Cl)nc2c1
[70] C[C@H](CO)N1C[C@H](C)[C@@H](CN(C)Cc2ccncc2)Oc2c(NC(=O)c3ccncc3)cccc2C1=O
[71] Cc1ccc(S(=O)(=O)N(CC(=O)NCCSC2CCCCC2)c2ccccc2F)cc1
[72] O=C(CSc1n[nH]c(=O)[nH]c1=O)c1cccc([N+](=O)[O-])c1

screen / no.	65	66	67	68	69	70	71	72
N370S GC mod	/	-3%	-3%	1%	-15%	/	/	4%
FEN1 inhibitor	2%	-12%	/	-1%	?	0%	7%	0%
GCN5L2 inh	5%	-3%	-3%	-14%	3%	0%	0%	-6%

[73] CN1CCN(CC(O)COC(c2ccc(Cl)cc2)c2ccc(Cl)cc2)CC1 (stereo not drawn)
[74] O=C(Nc1ccccc1-c1ccccc1)c1cccc(C(F)(F)F)c1
[75] CCS(=O)(=O)n1nc(-c2ccccc2)nc1SC
[76] C=C(C)CNC(=S)N/N=C(\C)c1ccc(-n2ccnc2)cc1

screen / no.	73	74	75	76
N370S GC mod	?	9%	14%	/
FEN1 inhibitor	-3%	-15%	0%	8%
GCN5L2 inh	-9%	-3%	-3%	-2%
